# UPR XBP1 act – adaptive UPR (XBP1) activation; AID 463104; CHO-XBP1 luciferase reporter, IRE1-XBP1 UPR activation, luminescence; percent of tunicamycin response, DMSO as zero; actives 0.33% (n = 330,000); activation, % at 20 µM;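 active = versus positive control, 20 µM dose yields 30% or more activation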;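 note: 100% = tunicamycin at 10 µg/mL and 0% = DMSO only wells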
#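 Signal: luciferase luminescence; Assay system: CHO-XBP1 luciferase reporter cells; Amount: one thousand reporter cells per well; Dosing: 20 µM single concentration, DMSO 1%; Benchmarks: high control tunicamycin 10 µg/mL final, low control DMSO vehicle only; Schedule: 6 h compound exposure at 37 °C, 5% CO2; Evaluation: percent activation relative to tunicamycin reference.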
# CXCR6 inh – blocks human CXCR6 beta-arrestin recruitment | CHO-K1 PathHunter CXCR6 beta-arrestin, luminescence | inhibition, % at 20 µM | actives 0.36% (n = 360,000) | AID 602244; in the data active = inhibition above about 34%, passing the limit was not always enough;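 note: antagonist mode with CXCL16 agonist at 10 nM final; 0% = 10 nM CXCL16 with DMSO and 100% = unstimulated wells without agonist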
# Target sequence (O00574 whole entry, looked up): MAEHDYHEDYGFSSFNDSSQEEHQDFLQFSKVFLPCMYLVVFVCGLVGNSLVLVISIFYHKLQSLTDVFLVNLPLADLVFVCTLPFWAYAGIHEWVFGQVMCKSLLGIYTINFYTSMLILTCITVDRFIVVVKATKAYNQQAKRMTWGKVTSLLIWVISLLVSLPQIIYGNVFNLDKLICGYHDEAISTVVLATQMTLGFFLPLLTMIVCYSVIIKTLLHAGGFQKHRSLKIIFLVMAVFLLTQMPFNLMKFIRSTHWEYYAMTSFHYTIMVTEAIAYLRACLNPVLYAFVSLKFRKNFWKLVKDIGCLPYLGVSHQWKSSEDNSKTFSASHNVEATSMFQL
# tim10-1 inh – tim10-1 yeast growth inhibition. S. cerevisiae tim10-1 ts strain growth, BacTiter-Glo, 24 h. inhibition, % at 20 µM. actives 2.2% (n = 330,000). AID 463190;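 active = inhibition of at least 40%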;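 note: mutant grown at 25 °C; 0% = DMSO wells with yeast and 100% = wells holding no yeast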
# TIM10 inh – inhibits growth of TIM10 yeast strain | S. cerevisiae TIM10 strain growth, BacTiter-Glo luminescence, 24 h | inhibition, % at 10 µM | actives 1.4% (n = 330,000);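 active = inhibition of 40% or more at the single tested concentration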;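 note: wild-type TIM10 isogenic control strain grown at permissive 25 °C; 0% = DMSO yeast wells and 100% = minimal medium wells without yeast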
# APJ agonist – activates the human apelin receptor APJ; CHO-K1 APJ PathHunter beta-arrestin, luminescence; 0% DMSO wells, 100% apelin; activation, % at 20 µM; actives 0.11% (n = 330,000);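 active = activation more than six SD over the plate average, tested at 20 µM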;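 note: 0% = DMSO alone and 100% = apelin-13 at 10 nM; some results filed as inactive read as strong as hits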
# Target sequence (P35414 whole entry, looked up): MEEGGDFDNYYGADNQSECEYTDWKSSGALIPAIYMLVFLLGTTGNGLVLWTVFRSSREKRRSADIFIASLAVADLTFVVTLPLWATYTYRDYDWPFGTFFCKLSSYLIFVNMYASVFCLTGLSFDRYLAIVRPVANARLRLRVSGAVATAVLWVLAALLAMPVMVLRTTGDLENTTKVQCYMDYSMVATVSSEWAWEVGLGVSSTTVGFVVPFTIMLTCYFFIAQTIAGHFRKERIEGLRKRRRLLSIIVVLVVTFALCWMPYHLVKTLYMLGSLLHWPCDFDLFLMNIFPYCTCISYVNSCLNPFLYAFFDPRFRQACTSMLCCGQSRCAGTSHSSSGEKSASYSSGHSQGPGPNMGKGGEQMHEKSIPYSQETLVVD
#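 Assay system: CHO-K1 cells stably expressing ProLink-tagged human APJ and arrestin–beta-gal acceptor. Compound dosing: 20 µM single point, 1% DMSO. Times: 16-18 h seeding, 90 min dark compound exposure, 60 min detection. Detection: beta-gal luminescence. Evaluation: APJ–arrestin association signal. Controls: negative DMSO alone, positive Apelin-13 at 10 nM.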
# APJ antagonist – blocks the human apelin receptor APJ; actives 0.32% (n = 330,000); CHO-K1 APJ beta-arrestin complementation, luminescence; inhibition, % at 20 µM; P35414;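 active = inhibition above about 40% at 20 µM, limit read from the data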;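 note: cells challenged with 10 nM apelin-13 agonist together with compound; plate controls were apelin-13 plus DMSO wells for no effect and DMSO wells lacking apelin-13 for full effect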
# tim23-1 inh – tim23-1 yeast growth inhibition | S. cerevisiae tim23-1 growth, BacTiter-Glo luminescence, 24 h | inhibition, % at 20 µM | actives 1.3% (n = 330,000);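 active = growth inhibition of the mutant yeast at or above 50%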;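 note: temperature-sensitive mutant grown at 25 °C; plate controls were DMSO-treated mutant yeast for no effect and medium wells lacking yeast for full effect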
# UPR CHOP act – activators of apoptotic arm of unfolded protein response (CHOP); CHO-CHOP luciferase reporter, UPR activation, luminescence; percent of tunicamycin response over DMSO baseline; activation, % at 10 µM; actives 0.34% (n = 330,000);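 active = at 10 µM dose, activation of 40% or more, normalized to positive control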;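 note: 100% = tunicamycin at 10 µg/mL and 0% = DMSO alone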
#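 Material: CHO-CHOP cells, stable luciferase reporter of PERK-eIF2a-CHOP signalling; quantity: 500 reporter cells seeded per well; buffer or medium: F12 medium containing 10% fetal bovine serum; compound: one dose, 10 µM in 0.5% DMSO; incubation: 6 h compound treatment, 37 °C; measured by: Steady-Glo luciferase luminescence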
# Mdm2-MdmX inh – human Mdm2/MdmX binding inhibition; actives 3% (n = 330,000); AID 485346; SaOS-2 split-luciferase Mdm2/MdmX complementation, luminescence; inhibition, % at 8 µM; O15151+Q00987;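 active = inhibition of at least 50% at 8 µM in the primary screen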
# Active calls of the source: *. Only part of the results is shown. The share of hits here may be higher or lower than overall.
SMILES,UPR XBP1 act,CXCR6 inh,tim10-1 inh,TIM10 inh,APJ agonist,APJ antagonist,tim23-1 inh,UPR CHOP act,Mdm2-MdmX inh
O=C(O)CCC(=O)Nc1ccc(N2CCCCC2)c(C(=O)O)c1,-1.0,-15.2,9.6,5.7,-0.8,6.0,7.0,-1.2,-7.0
CN(C)CCNC(=O)c1cc2ccccc2oc1=O,-3.2,-6.6,-18.6,-3.7,-2.0,-4.0,-19.1,-0.9,5.6
CC(C)(C)NC(=O)Cn1nnc(-c2cccs2)n1,0.6,2.8,-1.3,3.2,0.8,-0.3,-3.5,0.5,4.6
CCOC(=O)C1CCCN(CCC(=O)Nc2ccc(C)cc2)C1 (stereo not drawn),2.1,5.2,19.8,21.9,-2.5,4.7,19.9,1.2,-6.7
O=[N+]([O-])c1nn(-c2ccccc2)n(O)c1=NCc1ccc2c(c1)OCO2,-1.1,-1.3,8.0,11.7,8.3,0.2,13.8,0.2,6.1
CC1=CC2=NC(=O)/C(=C\c3cccn3CCOc3cccc(C)c3)C(=N)N2O1,-0.9,14.6,14.3,11.9,-0.5,18.3,28.0,1.6,-14.1
COc1ccccc1-n1c(SCC(=O)N2CCCCC2)nnc1-c1ccccc1O,-1.2,12.6,25.3,15.2,-4.7,3.5,31.6,0.1,1.6
CC(=O)NC1=NC(=O)/C(=C/N2CCCCC2)S1,-1.9,1.1,1.0,7.1,-0.5,1.6,17.5,-0.9,-9.3
CC(C)Oc1ccc(C(=O)CCN2CCOCC2)cc1,-1.9,-11.1,-8.9,-0.8,-3.2,10.4,-3.2,1.7,7.1
Cc1ccccc1-c1nc(CN2CCSCC2)c(C)o1,0.3,-1.0,-15.6,-8.1,-2.7,11.2,5.9,4.2,-14.4
CN(C)c1cccc(NC2=CC(=[N+]3CCOCC3)CC(C)(C)C2)c1,0.4,-6.8,-11.2,-7.1,3.5,-14.5,6.9,-1.1,-9.6
CCCCOC(=O)c1ccc(NC(c2ccc(C)cc2)P(=O)(OC)OC)cc1 (stereo not drawn),0.2,1.6,24.2,10.0,-0.5,2.2,45.3,-0.4,5.2
Nc1ccccc1SCC(=O)Nc1nc(-c2ccccc2)cs1,-3.7,-8.3,14.1,33.3,-3.0,4.9,43.8,3.7,-9.3
CC1CCN(c2nc3ccc(C(=O)N4CCN(Cc5ccc6c(c5)OCO6)CC4)cc3s2)CC1,-1.8,0.4,36.7,14.8,-2.1,-72.0,34.1,1.5,30.5
CN(C(=O)COc1ccc2c(-c3ccccc3)cc(=O)oc2c1)C1CCS(=O)(=O)C1 (stereo not drawn),-2.7,4.7,12.5,-7.1,-0.3,13.7,16.0,-0.4,-3.6
COc1ccc(-n2c(C)cc(C(=O)CSc3nn4c(=O)c(C(C)(C)C)nnc4s3)c2C)cc1,-1.5,-0.8,38.7,18.1,-4.4,5.3,19.2,0.2,9.1
Nc1c(C(=O)N/N=C/c2ccc(Cl)cc2)cnn1-c1ccccc1,-1.7,-0.1,-16.0,-15.6,-3.9,1.3,-19.4,4.6,33.3
NC(=O)CSc1nnc(-c2cccc(S(=O)(=O)N3CCCCC3)c2)o1,-1.5,-7.1,7.6,5.0,5.0,-18.4,16.8,-0.9,-22.1
CC1CC(C)CN(C(=O)CSc2nnc(-c3ccc(Cl)s3)o2)C1 (stereo not drawn),-0.5,6.9,27.9,13.6,-1.9,16.3,30.6,0.8,-5.1
Cc1ccc(C(=O)N2CCOCC2)cc1[N+](=O)[O-],3.2,-7.3,-8.6,0.5,-3.0,-1.8,-0.4,0.1,-0.9
CCN(CC)C(=O)c1sc2nc(-c3ccncc3)[nH]c(=O)c2c1C,-3.5,-0.8,-5.2,-13.2,0.3,-6.3,-1.1,-0.5,13.0
CC1=NC(=O)C(N=Nc2ccccc2C(=O)O)N1c1ccccc1 (stereo not drawn),5.8,15.2,11.8,11.6,-2.8,22.5,16.1,1.8,0.1
CCOc1ccc(C(=O)OCC(=O)NCc2ccccc2)cc1OCC,-0.2,3.8,4.8,13.7,-2.5,3.8,10.6,-1.2,3.1
CC1=NNC(=O)C1CCC(=O)N/N=C\c1ccccc1[N+](=O)[O-] (stereo not drawn),2.4,-4.0,8.1,2.1,-5.7,32.2,-9.7,1.8,-3.4
C/C(N)=C(/C#N)C(=O)COC(=O)CSc1ccccc1,-0.8,-5.2,12.3,-14.2,2.3,-7.4,5.6,1.0,8.6

# Continued.
SMILES,UPR XBP1 act,CXCR6 inh,tim10-1 inh,TIM10 inh,APJ agonist,APJ antagonist,tim23-1 inh,UPR CHOP act,Mdm2-MdmX inh
CCOCCCNc1ncc2c(n1)CC(c1ccc(C)cc1)CC2=O (stereo not drawn),1.3,8.7,15.7,16.2,-3.4,11.8,17.7,-2.1,-10.2
CCn1c(Cc2ccccc2)nnc1SCC(=O)Nc1nccs1,9.5,9.8,1.3,6.1,0.4,10.0,-3.0,0.0,15.2
CCCCC(=O)N1CCN(c2nc3ccc(OCC)cc3s2)CC1,-1.1,2.0,10.7,1.0,-1.0,10.3,4.6,0.3,5.9
O=C(NCCN1CCOCC1)C1CCC(CNS(=O)(=O)c2ccccc2)CC1 (stereo not drawn),-1.1,-3.9,0.8,0.2,1.6,-3.2,2.6,4.1,11.7
Cc1ccccc1NS(=O)(=O)c1nnc(NC(=O)c2ccccc2C)s1,-0.7,-0.1,-6.1,4.3,-2.4,13.9,-2.2,-1.4,24.4
CCCCC(=O)NC(=S)Nc1c(C)cc(Br)cc1C,-0.1,-4.8,33.8,20.1,-0.6,11.5,-24.8,0.9,4.3
COc1ccc(C2=NOC(Cn3c(Cc4ccc(Cl)cc4)nc4c3c(=O)n(C)c(=O)n4C)C2)cc1 (stereo not drawn),-1.1,3.5,23.5,6.3,-2.8,-2.2,31.5,-0.7,1.9
COc1cnc(-c2ccccn2)nc1Sc1ccc(F)cc1,5.3,6.9,41.5*,19.9,-3.9,9.2,41.4,-0.5,34.1
Cc1cc(C)nc(N/N=C/c2cccc([N+](=O)[O-])c2)n1,3.2,9.5,-13.1,-0.8,-2.8,8.7,1.3,0.8,-0.9
CCn1nc(C(=O)NCC(c2cccs2)N2CCOCC2)c2ccccc2c1=O (stereo not drawn),-3.4,-11.7,20.4,9.6,1.7,12.1,21.9,-0.2,-8.3
CC(C)n1c(NCc2ccccc2O)nc2ccccc21,0.6,1.6,11.3,-3.0,-0.1,10.5,13.6,-1.2,-2.7
COCCN(CCOC)C(=O)COC(=O)c1ccc(Cl)c(S(=O)(=O)N(C)c2ccccc2)c1,-5.0,-0.9,25.1,13.2,-0.6,-9.0,3.1,0.2,0.8
O=C(NCC1CCCO1)c1csc2c1CCCC2 (stereo not drawn),-1.2,0.6,7.6,0.2,-1.4,4.6,17.2,0.3,-2.5
CCN(CC(=O)Nc1ccccc1C(F)(F)F)C(=O)c1oc2ccc(OC)cc2c1C,-2.9,-12.2,9.7,-2.3,4.6,-55.3,17.2,2.3,-13.2
COc1ccc2cc(CCNC(=O)c3cccc([N+](=O)[O-])c3)c(=O)[nH]c2c1,3.1,-4.1,8.7,10.6,-0.9,-2.3,-2.5,1.4,-2.8
Cc1c(C(=O)NCc2ccc3c(c2)OCO3)oc2ccc(S(=O)(=O)N3CCCC3)cc12,1.2,-0.1,10.1,25.3,-1.9,-3.2,6.5,5.9,25.7
CC(C)C(=O)Nc1ccc(-c2nc3cccnc3o2)cc1,-3.1,-11.8,13.0,28.9,-0.9,-12.3,26.8,-2.2,-79.3
O=C(CN1CCCCCCC1)N/N=C/c1ccc(F)cc1F,-1.5,3.6,16.2,-5.4,-1.9,3.1,9.4,0.3,-0.4
CCn1c(SCC(=O)NC2CC2)nnc1C(C)Oc1ccccc1 (stereo not drawn),-6.0,3.0,-11.6,0.4,-2.8,13.9,-0.8,0.7,5.3
CCCNc1c(NS(=O)(=O)c2ccc(NC(=O)CC)cc2)c(=O)oc2ccccc12,-0.9,6.2,18.8,-2.9,-1.9,-10.9,3.6,0.8,3.9
Cc1sc(NC(=O)c2ccco2)c(CN2CCN(c3ccccn3)CC2)c1C,1.2,13.9,48.1*,27.1,-3.3,-1.1,59.1*,1.4,25.7
Cc1cc(C)nc(SCC(=O)N/N=C/c2cccn2-c2cccc(C(F)(F)F)c2)n1,5.4,3.9,29.9,15.4,-3.0,3.5,40.3,1.5,-24.6
Cc1cccc(-c2noc(CN(C)C(=O)c3ccc4c(c3)OCO4)n2)c1,-6.6,6.5,2.8,-17.7,-0.7,-10.2,4.8,-0.8,-12.0
Cc1csc(NC(=O)c2ccc(C)o2)n1,1.4,-10.9,8.8,10.4,0.0,-4.0,14.7,5.2,-32.9
COc1ccc(CN2CCN(Cc3ccc(CO)o3)CC2CCO)cc1C (stereo not drawn),-3.8,-3.3,11.1,-4.4,-1.6,12.6,3.3,0.9,11.5
CSCCC(Nc1ncnc2ccc(Br)cc12)C(=O)O (stereo not drawn),-1.8,8.8,7.8,-20.2,1.9,1.9,5.2,-0.9,10.7
CCOc1ccc(CCNC(=O)COC(=O)C2CCN(c3ccc(C(F)(F)F)cn3)CC2)cc1OCC,-3.1,-7.6,22.9,10.3,-2.4,-23.2,14.6,-1.4,17.0
Cn1cc(S(=O)(=O)N2CCCC2)cc1C(=O)NCCc1ccccc1,1.8,5.1,-21.6,-4.3,-4.3,-2.5,-3.6,1.2,15.9
CCOC(=O)N1CCN(c2nnc(-c3ccccc3)c3ccccc23)CC1,1.2,6.0,28.6,4.4,-0.2,-14.6,33.2,0.1,9.5

# Filtered by structure, the compounds so far with a nitro group on carbon
SMILES,UPR XBP1 act,CXCR6 inh,tim10-1 inh,TIM10 inh,APJ agonist,APJ antagonist,tim23-1 inh,UPR CHOP act,Mdm2-MdmX inh
O=[N+]([O-])c1nn(-c2ccccc2)n(O)c1=NCc1ccc2c(c1)OCO2,-1.1,-1.3,8.0,11.7,8.3,0.2,13.8,0.2,6.1
Cc1ccc(C(=O)N2CCOCC2)cc1[N+](=O)[O-],3.2,-7.3,-8.6,0.5,-3.0,-1.8,-0.4,0.1,-0.9
CC1=NNC(=O)C1CCC(=O)N/N=C\c1ccccc1[N+](=O)[O-] (stereo not drawn),2.4,-4.0,8.1,2.1,-5.7,32.2,-9.7,1.8,-3.4
Cc1cc(C)nc(N/N=C/c2cccc([N+](=O)[O-])c2)n1,3.2,9.5,-13.1,-0.8,-2.8,8.7,1.3,0.8,-0.9
COc1ccc2cc(CCNC(=O)c3cccc([N+](=O)[O-])c3)c(=O)[nH]c2c1,3.1,-4.1,8.7,10.6,-0.9,-2.3,-2.5,1.4,-2.8

# Screening results: PubChem, Sanford-Burnham Center for Chemical Genomics
